S100A4 inh HTS = inhibitors of S100A4-myosin IIA peptide binding, primary screen, biochemical, fluorescence polarization, TAMRA-MyoIIA peptide; Protein S100-A4 (Homo sapiens), P26447; inhibition, % at 10.7 µM; 360,000 compounds, 0.14% hits;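 active means mean inhibition of at least 70% across replicates, with every replicate also reaching that level; inconclusive means mean inhibition reaches 70% but some replicates fall short; inactive means mean inhibition below 70%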
Target sequence (P26447 whole entry, looked up): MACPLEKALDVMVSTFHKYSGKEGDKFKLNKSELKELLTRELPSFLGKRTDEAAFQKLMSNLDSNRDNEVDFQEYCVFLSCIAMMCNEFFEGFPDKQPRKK
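Material: S100A4 monomer protein / Buffer or medium: 50 mM HEPES pH 7.2, 10 mM CaCl2, 100 mM KCl / Times: 5 min incubation before reading / Benchmarks: neutral control DMSO, positive control TFP / Reagent: labelled myosin peptide probe, 5 nM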
ERp5 block = inhibitors of ERp5-driven insulin aggregation, primary screen, biochemical, turbidity, absorbance 650 nm, single point. Protein disulfide-isomerase A6 (Homo sapiens), Q15084. 90 min. inhibition, % at 9.99 µM. 350,000 compounds, 0.05% hits;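 active means mean replicate inhibition above about 25%, with every replicate also reaching it, limit read from the data, passing the limit was not always enough; inconclusive means only one of those two criteria met; inactive means neither criterion met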
SIRT5 inh = SIRT5 desuccinylase inhibitors, primary screen, biochemical, fluorescence imaging, single point, set 5; NAD-dependent protein deacylase sirtuin-5, mitochondrial (Homo sapiens), Q9NXA8; inhibition, % at 15 µM; AID 652115, 2013; Purified SirT5, succinyl-peptide AMC, trypsin-coupled fluorescence; 330,000 compounds, 1.1% hits; in the data active means inhibition above about 15%; inconclusive means no clear call, values can overlap the other calls
Target sequence (Q9NXA8 whole entry, looked up): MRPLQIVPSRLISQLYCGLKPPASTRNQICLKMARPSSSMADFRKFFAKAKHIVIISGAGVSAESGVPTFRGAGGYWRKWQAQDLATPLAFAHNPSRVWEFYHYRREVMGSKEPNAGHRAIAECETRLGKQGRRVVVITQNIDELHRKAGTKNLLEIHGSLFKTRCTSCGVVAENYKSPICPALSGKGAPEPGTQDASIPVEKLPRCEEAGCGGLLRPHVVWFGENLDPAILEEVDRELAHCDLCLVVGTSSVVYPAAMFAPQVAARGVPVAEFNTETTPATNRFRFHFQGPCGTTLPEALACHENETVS
PglD DTNB = C. jejuni PglD acetyltransferase inhibitors, primary screen, biochemical, DTNB colorimetric, single point; 360,000 compounds, 0.098% hits; UDP-N-acetylbacillosamine N-acetyltransferase PglD (Campylobacter jejuni); inhibition, % at 12.5 µM; purified PglD enzyme, DTNB colorimetric CoA detection; in the data active means inhibition above about 16%, passing the limit was not always enough; inconclusive means no clear call, values can overlap the other calls; further: strong numbers were not always called active
E-selectin induc = E-selectin induction in HUVECs, primary screen, imaging, HUVEC, immunofluorescence imaging, single point; normalized: neutral wells 0, TNF-alpha wells 100; activation, % at 7.58 µM; 260,000 compounds, 0.37% hits;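 active means mean E-selectin-positive cell signal at least 10% of the positive control, reached in at least 60% of replicates, without over 20% cell loss; inconclusive means no rule given, readout overlaps actives, possibly toxicity-flagged; inactive means the rest, including those meeting only one limit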;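 further: in these data hits start at about 27%; measured in HUVEC primary endothelial cells; signal is the percent of cells scored E-selectin positive by PE staining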
Target sequence (P16581 whole entry, looked up): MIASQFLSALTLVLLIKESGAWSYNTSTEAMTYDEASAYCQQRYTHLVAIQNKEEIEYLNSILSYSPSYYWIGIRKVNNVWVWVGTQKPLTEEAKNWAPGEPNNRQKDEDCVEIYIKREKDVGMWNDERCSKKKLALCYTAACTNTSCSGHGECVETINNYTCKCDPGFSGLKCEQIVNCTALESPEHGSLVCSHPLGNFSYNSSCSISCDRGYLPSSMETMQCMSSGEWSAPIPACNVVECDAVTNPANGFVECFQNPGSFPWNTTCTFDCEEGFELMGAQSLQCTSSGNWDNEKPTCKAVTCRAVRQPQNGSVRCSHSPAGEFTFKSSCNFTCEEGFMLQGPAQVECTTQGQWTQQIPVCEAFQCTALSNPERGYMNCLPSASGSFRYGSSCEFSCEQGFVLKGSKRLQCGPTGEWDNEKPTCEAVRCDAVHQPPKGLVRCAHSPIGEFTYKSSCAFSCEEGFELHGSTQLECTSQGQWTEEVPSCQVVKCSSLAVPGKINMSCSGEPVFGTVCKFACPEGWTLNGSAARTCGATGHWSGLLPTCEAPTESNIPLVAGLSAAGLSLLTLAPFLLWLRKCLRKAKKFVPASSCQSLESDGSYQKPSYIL
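Read-out: % PE-positive cells | Test system: HUVEC | Doses: One compound dose added by pin transfer | Buffer or medium: EGM-2 over gelatin coat | Signal: Immunofluorescence imaging | Benchmarks: TNF-alpha, DMSO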
DENV2 CPE = inhibitors of DENV2 cytopathic effect, primary screen, cell-based, plate reader, single concentration; DENV2-infected cells, cytopathic effect rescue; CPE inhibition, % at 9.99 µM; 350,000 compounds, 1.7% hits; AID 651640, 2012; in the data active means CPE inhibition above about 20%, passing the limit was not always enough; inconclusive means no clear call, values can overlap the other calls; tested in BHK-21 cells;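 further: 0% = median of neutral control wells and 100% = median of positive control wells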
C2C12 statin = suppressors of statin myotoxicity in C2C12 myotubes, primary screen, cell-based, single point, plate reader. rescue of ATP level, % at 7.49 µM. C2C12 myotubes + simvastatin, ATP luminescence, 48 h; scaled: DMSO 0, geranylgeraniol control 100. 330,000 compounds, 0.78% hits;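 active means mean ATP rescue above about 67%, or every replicate alone reaching that limit, limit read from the data, passing the limit was not always enough; inconclusive means no clear call, values can overlap the other calls; inactive means mean under the limit and some replicate under it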;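 further: myotubes were challenged with 10 µM simvastatin during compound exposure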
Starred values were filed as active, the others as inactive; u = inconclusive; x = no result given. An excerpt; count on the stated rates, not on these rows.

SMILES | S100A4 inh HTS | ERp5 block | SIRT5 inh | PglD DTNB | E-selectin induc | DENV2 CPE | C2C12 statin
C[C@@H]1CN([C@H](C)CO)C(=O)CCCn2cc(nn2)CO[C@@H]1CN(C)S(=O)(=O)c1ccc(C#N)cc1 | -4 | 5 | 2 | -2 | 0.2 | u | -12
Cc1cccc(NC(=S)N(CCN2CCOCC2)Cc2cc3cc4c(cc3[nH]c2=O)OCCO4)c1 | 6 | 2 | -6 | x | x | -4 | x
Cc1noc(C)c1NC(=O)N(C)C[C@@H]1Oc2ccc(NS(=O)(=O)c3ccc(Cl)cc3)cc2CC(=O)N([C@H](C)CO)C[C@@H]1C | 12 | -2 | 4 | -1 | 24 | 4 | -37
COc1cccc(C#Cc2cnc3c(c2)C(=O)N([C@H](C)CO)C[C@H](C)[C@@H](CN(C)C(=O)C2CCC2)O3)c1 | 2 | 3 | 2 | 3 | -0.5 | -3 | 20
CCOc1ccc(NC(=O)CN(C)C(=O)c2ccncc2)cc1OCC | 2 | 2 | -2 | 0 | 23 | 5 | 6
COc1ccc(C#Cc2ccc([C@H]3[C@@H](CO)N4CCCCN(C(=O)Nc5ccc(F)cc5)C[C@H]34)cc2)cc1 | 7 | 3 | 5 | 9 | -0.1 | 31* | x
O=C(NCc1ccc(Cl)cc1)C(=O)NCC1OCCN1S(=O)(=O)c1ccc2c(c1)OCCO2 (centres undefined) | -4 | -2 | -5 | 5 | 0.5 | 0 | -16
Cn1ccc2ccc(C3=CC(=O)C[C@H](c4ccc(F)cc4)C3)cc21 | 11 | -1 | x | -1 | 0.5 | 1 | 33
Cc1cc(C)cc(NC(=O)Nc2ccc3c(c2)C(=O)N(C)[C@@H]2CC[C@@H](CC(=O)O)O[C@H]2CO3)c1 | x | x | x | 0 | -0.1 | -2 | -27
COc1ccc(/C=C/C(=O)NC(=S)NCc2ccccc2)cc1OC | 6 | 2 | -3 | x | 2.4 | -5 | x
COCC#Cc1cnc2c(c1)C(=O)N([C@H](C)CO)C[C@@H](C)[C@H](CN(C)C(=O)c1ccc(F)cc1)O2 | 6 | -1 | -3 | -3 | -0.4 | u | 7
CCC(Oc1ccccc1)C(=O)Nc1cc(C(F)(F)F)ccc1N1CCOCC1 (centres undefined) | 1 | -2 | -3 | x | x | -8 | 6
CN(C)CC(=O)Nc1ccc2c(c1)[C@H]1C[C@H](CC(=O)NCc3cccc(F)c3)O[C@@H](CO)[C@H]1O2 | 1 | -17 | 6 | 1 | -0.3 | 5 | 0
Cc1ccc(S(=O)(=O)N(C)c2ccc(C(=O)Nc3ccc(C)cn3)cc2)cc1 | 0 | 1 | -2 | x | 0.2 | -2 | x
COc1ccccc1NC(=O)N(C)C[C@H]1Oc2ncc(C#CC(C)C)cc2C(=O)N([C@H](C)CO)C[C@@H]1C | -1 | 2 | -2 | 5 | 0.5 | 2 | 24
CCOc1ccc(NC(=O)Nc2cccc(C)n2)cc1 | 6 | 3 | 0 | -1 | 0.1 | 1 | -6
COc1ccc(-c2cc3ccccc3c(=O)o2)cc1 | 0 | 7 | 6 | x | -0.2 | 5 | x
CCC(C(=O)NCC1CCCO1)N(C(=O)CNS(=O)(=O)c1ccccc1)c1ccc(F)cc1 (centres undefined) | -2 | 1 | -8 | -6 | 0.0 | -1 | 3
CC=Cc1ccc2n(c1=O)C[C@@H]1[C@@H](CO)[C@H](C(=O)N[C@H](C)c3ccccc3)[C@H]2N1Cc1cccnc1 (mixture of isomers) | 12 | 4 | 6 | 10 | -1.0 | 0 | 2
CC(C)c1cn(CC[C@@H]2CC[C@@H](NS(=O)(=O)c3ccc(F)cc3)[C@@H](CO)O2)nn1 | 9 | -4 | 2 | -3 | 0.0 | x | -4
O=c1[nH]c(=S)[nH]c2c1C(c1ccc(Cl)cc1)OC(CCc1ccccc1)C2 (centres undefined) | -6 | -7 | -1 | -2 | x | 101* | 3
COc1ccc(S(=O)(=O)N(C)C[C@H]2OCCCC[C@H](C)Oc3ccc(NC(=O)Nc4ccccc4)cc3C(=O)N([C@@H](C)CO)C[C@@H]2C)cc1 | x | x | x | -1 | 0.0 | 2 | x
CC(=O)c1cc(CN2C(=O)CCC2=O)cs1 | 6 | 0 | 1 | 2 | x | 8 | 6
Cc1nc(C)c(Cc2ccccc2Cl)c(=O)[nH]1 | 3 | 3 | -1 | x | -2.1 | 2 | x
O=C(Cc1ncc(C(F)(F)F)cc1Cl)NNc1cccc(F)n1 | 2 | 1 | -6 | x | -0.1 | -3 | x
O=C(Nc1ccc2nc(-c3ccccc3)[nH]c2c1)c1cccs1 | -6 | -1 | -4 | -5 | x | x | -33
CN(Cc1ccccc1)C(=O)CN1C(=O)NC2(CCCC2)C1=O | -2 | -17 | -3 | -1 | x | 1 | 4
CCCC(=O)N1CCN(c2ccc(NC(=O)c3ccc([N+](=O)[O-])o3)cc2Cl)CC1 | -1 | 0 | -6 | x | -2.1 | -3 | x
NC(=O)c1cccc(-c2ccnc3c2CC(C(=O)Nc2ccccc2)O3)c1 (centres undefined) | -2 | -6 | 3 | 4 | 0.1 | -8 | -14
C[C@H](CO)N1C[C@H](C)[C@@H](CN(C)C(=O)Nc2ccc3c(c2)OCO3)Oc2ccc(NC(=O)Cc3cn(C)c4ccccc34)cc2C1=O | 3 | -3 | -2 | x | x | -7 | x
CO[C@H]1CN(C)C(=O)c2ccc(NC(=O)c3ccccc3)cc2OC[C@H](C)N(C(=O)C2CC2)C[C@H]1C | x | x | x | 1 | 0.4 | x | -7
CSc1cccc(NC(=S)Nc2ccc(F)cc2)c1 | -5 | 3 | 0 | 1 | 7.6 | u | -4
COc1ccc(NC(=O)Nc2c[nH]c(=O)[nH]c2=O)cc1OC | -3 | 5 | 5 | -2 | x | -6 | 3
Cc1ccc(CONC(=O)c2ccccc2Cl)cc1 | 4 | -1 | -1 | 1 | 0.0 | 3 | 1
O=S(=O)(c1ccccc1)N1CCN=C1SCc1cccnc1 | 1 | 1 | -1 | x | x | 6 | x
C/C(=N\Nc1ccc(S(=O)(=O)N2CCCCC2)cn1)c1cccc(Br)c1 | 0 | 1 | -3 | x | x | 0 | -2

In the list so far, 2 have a thiophene ring, fused or not.
SMILES | S100A4 inh HTS | ERp5 block | SIRT5 inh | PglD DTNB | E-selectin induc | DENV2 CPE | C2C12 statin
CC(=O)c1cc(CN2C(=O)CCC2=O)cs1 | 6 | 0 | 1 | 2 | x | 8 | 6
O=C(Nc1ccc2nc(-c3ccccc3)[nH]c2c1)c1cccs1 | -6 | -1 | -4 | -5 | x | x | -33

Record cards, from the list above. Order of values: S100A4 inh HTS	ERp5 block	SIRT5 inh	PglD DTNB	E-selectin induc	DENV2 CPE	C2C12 statin
O=S(=O)(c1ccccc1)N1CCN=C1SCc1cccnc1 is listed with 1	1	-1	x	x	6	x
CC=Cc1ccc2n(c1=O)C[C@@H]1[C@@H](CO)[C@H](C(=O)N[C@H](C)c3ccccc3)[C@H]2N1Cc1cccnc1 (mixture of isomers) is listed with 12	4	6	10	-1.0	0	2

Further records:
SMILES | S100A4 inh HTS | ERp5 block | SIRT5 inh | PglD DTNB | E-selectin induc | DENV2 CPE | C2C12 statin
O=C(Nc1ccccc1)N1CCCCN2[C@@H](CO)[C@@H](c3ccc(C#Cc4ccccn4)cc3)[C@@H]2C1 | 9 | -4 | 7 | -1 | 0.2 | -6 | x
CC1CCCCC1NC(=O)CSC1=Nc2ccccc2C2CC=NN12 (centres undefined) | 0 | 0 | -1 | x | -0.7 | -5 | -1
CC1CCN(C(=O)C2CCN(S(=O)(=O)c3ccc(-n4cnnn4)cc3)CC2)CC1 | -1 | 0 | 2 | -2 | x | 9 | 13
CCC(=O)N1[C@H](CO)[C@H](c2ccc(-c3ccccc3)cc2)[C@@H]1CNC(=O)COC | x | x | x | -1 | 0.1 | 0 | 0
CNC[C@H]1OCc2ccccc2-c2ccccc2C(=O)N([C@H](C)CO)C[C@@H]1C | 10 | 0 | 0 | 5 | 0.5 | 0 | -10
COc1ccc(/C(O)=C2/C(=O)C(=O)N(CC3CCCO3)C2c2cccc(OC)c2)cc1 (centres undefined) | 1 | 2 | 1 | -6 | x | 7 | 12
C[C@@H]1CCCCO[C@@H](CN(C)C(=O)Nc2ccc(F)cc2)[C@H](C)CN([C@@H](C)CO)C(=O)c2cc(NS(=O)(=O)c3ccccc3)ccc2O1 | -4 | 1 | 2 | -2 | 0.0 | -1 | x
COc1cc(C(=O)NC2CCN(C)CC2)ccc1Nc1ncc2c(n1)N(Cc1ccccc1)CCC(=O)N2C | 2 | 13 | x | -4 | -0.3 | -12 | -10
C=CCN1C(=O)c2ccc(C(=O)N3CCN(S(=O)(=O)c4cccc([N+](=O)[O-])c4)CC3)cc2C1=O | -2 | 1 | -4 | -3 | -0.3 | 19 | 6
O=C1CCCN2N=C(SCC(=O)Nc3nccs3)SC2=N1 | -8 | 0 | 4 | 6 | x | -4 | 12
CCC1CCC(C(=O)NC(C(=O)NCCN2CCOCC2)C(C)C)CC1 (centres undefined) | -6 | 0 | 2 | -1 | x | 5 | 6
CCN=c1sc(C(=O)NCCc2ccccc2)cc(=O)n1CC | x | x | x | -4 | 0.2 | x | 7
Cc1cc(CN(C)C(=O)CC2C(=O)NCCN2Cc2c(F)cccc2Cl)n[nH]1 (centres undefined) | 3 | 5 | -2 | x | x | 6 | x
CSc1nc2c(c(=O)[nH]c(=O)n2C)n1Cc1ccc(Cl)cc1 | 0 | 0 | -4 | -5 | x | -5 | 24
Cc1cc(C(=O)Nc2cccc3c2O[C@H](CN(C)CC2CCCCC2)[C@H](C)CN([C@@H](C)CO)C3=O)n(C)n1 | 5 | -1 | 0 | 5 | -11 | 0 | -4
NC(=O)CC(NC(=O)c1ccc(Br)cc1)c1ccc(NCCc2ccc(F)cc2)c([N+](=O)[O-])c1 (centres undefined) | 1 | 0 | x | 1 | 0.4 | 1 | -40
COc1cc(/C=C/C(=O)OCC(=O)N2CCC(C)CC2)ccc1OCC#N | -2 | -5 | 1 | -2 | 2.3 | -3 | 2
CC1Cc2cc(/C(O)=C3/C(=O)C(=O)N(CCCN4CCOCC4)C3c3ccc(C(C)C)cc3)ccc2O1 (centres undefined) | -3 | -1 | 0 | -4 | 0.6 | 15 | 2
COCC(=O)N(C)C[C@H]1Oc2ncc(C#C[C@@H](C)O)cc2C(=O)N([C@H](C)CO)C[C@H]1C | -2 | 2 | -2 | 0 | 0.6 | -1 | 7
O=C(Cc1ccccc1)N1C[C@@H]2[C@H](c3ccccc31)[C@@H](CO)N2S(=O)(=O)c1ccccc1 | 12 | 1 | -1 | 1 | 0.3 | -8 | 16
C[C@@H]1CN([C@@H](C)CO)C(=O)c2cc(NC(=O)CCCN(C)C)ccc2O[C@@H]1CN(C)C(=O)Nc1ccc2c(c1)OCO2 | -7 | x | -2 | x | -2.1 | -12 | x
COc1ccc(-n2c(Cc3cccn3C)nnc2SCC(=O)Nc2ccc(Cl)cc2)cc1 | -3 | 0 | x | 8 | 0.3 | 3 | 19
Cc1cccc(-n2c(SCC(=O)O)nc3sc4c(c3c2=O)CCCC4)c1 | 0 | 0 | -1 | 4 | 0.5 | -1 | x
CC1(C)CC(=O)C(C(O)c2ccccc2)C(C)(C)N1 (centres undefined) | -9 | 2 | -4 | 4 | 0.4 | 14 | -1
COc1ccc(N2C(=O)CC(NNC(=O)c3cccnc3)C2=O)cc1 (centres undefined) | 12 | 2 | -2 | 0 | 0.2 | 4 | 6

Assay outcomes deposited in PubChem by Broad Institute.
